Screening data deposited in PubChem by several laboratories.
CYP2C19 act: cytochrome P450 2C19 (human) activation. P33261. AID 1025. activation factor at 5 µM. 96,000 tested, under 10 active. recombinant CYP2C19, luciferin-H EGE luminescence; hits give high values; 0 = fully inhibited enzyme, 1 = untreated enzyme;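 active = activation factor of at least 2 at 5 µM in the primary screen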;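 also: 0 = wells with 2.5 mM tranylcypromine and 1 = vehicle-only wells; values of inactives mirror those of a sister screen read the other way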
Target sequence (P33261 whole entry, looked up): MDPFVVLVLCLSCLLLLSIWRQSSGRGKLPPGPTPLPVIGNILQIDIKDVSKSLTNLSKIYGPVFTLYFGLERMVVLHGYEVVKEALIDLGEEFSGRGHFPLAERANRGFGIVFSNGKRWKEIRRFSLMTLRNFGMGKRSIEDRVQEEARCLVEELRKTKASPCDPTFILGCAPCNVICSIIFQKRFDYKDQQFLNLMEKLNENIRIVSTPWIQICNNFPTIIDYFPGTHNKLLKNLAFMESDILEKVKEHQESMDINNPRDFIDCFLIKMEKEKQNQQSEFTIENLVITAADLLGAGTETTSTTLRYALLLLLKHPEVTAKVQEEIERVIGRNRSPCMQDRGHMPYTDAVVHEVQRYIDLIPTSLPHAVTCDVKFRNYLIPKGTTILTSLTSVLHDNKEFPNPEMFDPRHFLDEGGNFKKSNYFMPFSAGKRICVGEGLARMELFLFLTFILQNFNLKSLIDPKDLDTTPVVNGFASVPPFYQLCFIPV
Mac1 fbg inh: blocks human CD11b/CD18 adhesion to fibrinogen | inhibition, % at 10 µM | P05107+P11215 | 0.54% of 93,000 active | K562 CD11b/CD18 adhesion to fibrinogen, ATPlite luminescence; Mn2+ added to activate the integrin;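 active = primary inhibition of 50% or more at 10 µM, then 40% or more on retest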; also: some results filed as inactive read as strong as hits
HUVEC inhibit: inhibitors of human endothelial cell proliferation | HUVEC proliferation, CellTiter-Glo luminescence, 72 h; hits give low values | viability, % at 10 µM (by protocol) | 1.1% of 86,000 active | AID 648;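 active = viability at or below 30%; inactive = viability above 30%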;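 also: 100% = median luminescence of DMSO-only cell control wells on each plate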
H69AR growth 86K: growth inhibitors of human H69AR lung tumor cells; viability, % at 10 µM; AID 598; 6% of 85,000 active; H69AR lung tumor viability, ATP luminescence, 72 h; hits give low values;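 active = viability at or below 40%; inactive = viability above 40%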;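 also: multidrug resistant small cell line overexpressing MRP-1 efflux transporter; 100% = mean luminescence of untreated control wells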
Fibroblast inh: blocks proliferation of human lung fibroblasts. LL 47 human lung fibroblast viability, ATP luminescence; hits give low values. viability, % at 10 µM. 1.1% of 85,000 active. AID 719;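 active = viability at or below 50% in the single dose screen; inactive = viability above 50%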;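 also: compound exposure lasted 72 h before the ATP readout; 100% = median luminescence of untreated cell-only wells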
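Material: Human LL 47 lung fibroblast cells | Input: 1,150 cells/well | Buffer or medium: IMEM plus 15% FBS | Compound dosing: 0.1% DMSO in all compound wells | Times: Overnight cell rest, 72 h compound treatment at 37 °C | Signal: CellTiter-Glo luminescence measuring cellular ATP | Measure: % viability versus median cells-only luminescence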
CD11b adhes enh: CD11b/CD18-fibrinogen binding enhancement; K562 CD11b/CD18 adhesion to fibrinogen, ATPlite luminescence; AID 1499; P05107+P11215; 0.07% of 93,000 active; activation, % at 10 µM;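 active = 10 µM primary screen giving 50% or more activity, confirmed by 40% or more on retest at that dose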; also: strong numbers were not always called active
CYP2C19 inh: blocks human cytochrome P450 2C19 | P33261 | CYP2C19 Supersomes, luciferin-H EGE luminescence, 30 min | inhibition, % at 5 µM | 21% of 96,000 active | AID 778;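 active = CYP2C19 inhibition above a set limit at 5 µM in the primary screen, cut at about 50% in these data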;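 also: plate controls were negative control wells for no effect and 2.5 mM tranylcypromine positive control for full effect; values of inactives mirror those of a sister screen read the other way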
ERa coact inh: ER-alpha (human) coactivator binding inhibition; P03372; TR-FRET ER-alpha LBD / SRC-1 peptide, estradiol-bound; inhibition, % at 25.6 µM; 1.7% of 86,000 active; AID 629; in the data active = inhibition above about 50%;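 also: 0% = receptor plus peptide control and 100% = peptide only without receptor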
Target sequence (P03372 whole entry, looked up, the tested form may be a part): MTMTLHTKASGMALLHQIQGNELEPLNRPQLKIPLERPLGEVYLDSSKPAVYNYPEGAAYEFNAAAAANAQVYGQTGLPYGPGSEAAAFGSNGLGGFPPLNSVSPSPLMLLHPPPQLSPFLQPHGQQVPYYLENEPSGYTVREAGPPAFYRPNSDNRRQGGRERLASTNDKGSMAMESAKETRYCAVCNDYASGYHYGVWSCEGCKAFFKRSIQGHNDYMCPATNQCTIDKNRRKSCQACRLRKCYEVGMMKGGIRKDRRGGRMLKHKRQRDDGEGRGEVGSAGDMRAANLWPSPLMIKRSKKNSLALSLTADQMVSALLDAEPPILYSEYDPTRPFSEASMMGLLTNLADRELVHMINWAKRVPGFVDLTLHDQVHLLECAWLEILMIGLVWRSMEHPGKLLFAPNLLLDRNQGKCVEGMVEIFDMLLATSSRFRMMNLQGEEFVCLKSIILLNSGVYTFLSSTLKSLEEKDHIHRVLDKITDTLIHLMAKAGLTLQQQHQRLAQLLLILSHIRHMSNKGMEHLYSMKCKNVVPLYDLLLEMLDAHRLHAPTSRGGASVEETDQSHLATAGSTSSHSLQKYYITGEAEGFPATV
ERa SRC1 pot: enhances coactivator binding to human estrogen receptor alpha; P03372; TR-FRET ERalpha-LBD/SRC-Cy5 coactivator binding, 2 h; 100 = basal binding, no effect; coactivator binding (% of control), % at 25.6 µM; 1.3% of 86,000 active; AID 639; in the data active = activity above about 200%;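 also: binding measured in presence of low estradiol as agonist stimulus; 0% = peptide alone without receptor and 100% = receptor with peptide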
Active calls of the source: *; nt = no result given; [ ] = another dose, or the depositor's remark. An excerpt, so the mix of outcomes need not match the whole.

SMILES	CYP2C19 act	Mac1 fbg inh	HUVEC inhibit	H69AR growth 86K	Fibroblast inh	CD11b adhes enh	CYP2C19 inh	ERa coact inh	ERa SRC1 pot
C=CCn1c(O)c(C(C)=Nc2ccc(NC(C)=O)cc2)c(=O)[nH]c1=O	1.2	-8	93	82	91	0	-15	-1	113
O=C(Cc1ccccc1)OCCN1CCCCC1	0.9	-10	99	112	103	-3	14	-6	121
COc1cc2c(cc1OC)-c1c(OC)c(OC)cc3c1C(C2)N(C)CC3 (centres undefined)	0.8	-5	69	51	nt	-5	17	-3[fluorescence artefact?]	134
CC1(c2ccccc2)NCCN2C(=O)CSC21 (centres undefined)	0.9	-10	106	69	108	0	11	24	85
CC(=NCCO)c1c(O)n(C2CCCCC2)c(=O)[nH]c1=O	0.9	30	89	99	93	1	14	-14	120
N=c1sc2c(n1Cc1ccccc1)CCCC2	1	4	95	94	100	-4	-4	5[fluorescence artefact?]	114[fluorescence artefact?]
CC(=NCCO)c1c(O)n(C)c(=O)n(C)c1=O	1.2	-1	87	94	95	1	-22	-3	120
O=C1CN=C(c2ccccc2)c2oc3ccc(Br)cc3c2N1	1	-14	93	83	96	0	2	7[fluorescence artefact?]	101
CCCCOC(=O)C1=C(N)OC2=C(C(=O)CCC2)[C@]12C(=O)N(C)c1ccccc12	0.6	-5	90	107	98	4	42	-9	126
CCCCCCN=C(C)c1c(O)n(Cc2ccccc2)c(=O)[nH]c1=O	1.1	-10	121	88	102	-2	-11	-2	87
Cc1cc(OCc2nn[nH]n2)c2c3c(c(=O)oc2c1)CCCC3	1.2	0	96	101	105	-1	-17	-1	101
Cc1nonc1-c1nc(-c2nonc2N)n[nH]1	1	6	88	85	96	-2	-4	2	110
C[C@]12CCC(=O)C=C1CC[C@@H]1[C@@H]2CC[C@]2(C)C(=O)CC[C@@H]12	nt	nt	87	81	94	nt	nt	0	107
NC(=O)C1(N2CCCCC2)CCN(Cc2ccccc2)CC1	0.8	-50	96	99	102	-1	20	-7[fluorescence artefact?]	96
O=C(CCC(=O)N1CCC2(CC1)OCCO2)Nc1nnc(C(F)(F)F)s1	1	-10	100	75	100	8	5	-12	118
C=CCn1c(O)c(C(C)=NCCCN2CCOCC2)c(=O)[nH]c1=O	1.1	17	107	84	109	3	-14	-14	113
CC1(C)C(C(=O)NCc2ccco2)C1(C)C	0.7	-9	93	54	96	-2	34	2	104
CC1(C)C2([N+](=O)[O-])CNCC1([N+](=O)[O-])CNC2	nt	nt	91	91	109	nt	nt	-15	102
Clc1ccc2c(c1)C(c1ccccc1Cl)=NCc1nncn1-2	nt	nt	100	95	107	nt	nt	-7	126
CCOC(=O)C1CCN(C(C)C(=O)c2c(C)[nH]c3cc(C)ccc23)CC1 (centres undefined)	0.6	-6	94	94	96	1	40	-2	111
CC(C)NC(=O)Cn1cc(C(=O)c2ccccc2F)c2ccccc21	0.5	-10	88	100	98	-3	50*	-2	105
COc1ccccc1N1CCN(Cc2cccc(OC)c2O)CC1	0.5	-27	nt	nt	nt	-3	52*	nt	nt
COP(=O)(OC)C(NC(=O)C(C)(C)C)=C(Cl)Cl	1.2	0	nt	nt	nt	2	-15	nt	nt
CC1(C)Cc2c(sc3c2C(=O)NC(c2cccnc2)N3)CO1 (centres undefined)	1	2	97	97	105	14	1	3	106
COc1ccc(OCC(=O)N2CCN(CC3CC4C=CC3C4)CC2)cc1 (centres undefined)	1	-6	103	94	111	3	2	2	112[fluorescence artefact?]

Ordered by length of the SMILES (descending): part of the list above
SMILES	CYP2C19 act	Mac1 fbg inh	HUVEC inhibit	H69AR growth 86K	Fibroblast inh	CD11b adhes enh	CYP2C19 inh	ERa coact inh	ERa SRC1 pot
C[C@]12CCC(=O)C=C1CC[C@@H]1[C@@H]2CC[C@]2(C)C(=O)CC[C@@H]12	nt	nt	87	81	94	nt	nt	0	107
N=c1sc2c(n1Cc1ccccc1)CCCC2	1	4	95	94	100	-4	-4	5[fluorescence artefact?]	114[fluorescence artefact?]
O=C(Cc1ccccc1)OCCN1CCCCC1	0.9	-10	99	112	103	-3	14	-6	121

Next records
SMILES	CYP2C19 act	Mac1 fbg inh	HUVEC inhibit	H69AR growth 86K	Fibroblast inh	CD11b adhes enh	CYP2C19 inh	ERa coact inh	ERa SRC1 pot
O=c1[nH]c(=O)n(C2CCCCCC2)c(O)c1C=NC1CCN(Cc2ccccc2)CC1	1.2	12	103	35*	95	4	-23	6[fluorescence artefact?]	89
COc1ccc2nc(NC(=O)CCc3nc(C4=CCN(C)CC4)no3)sc2c1	0.6	-1	99	82	97	-3	36	38	74
CN1CCN(c2ccc(NC(=O)C(C)(C)C)cc2)CC1	0.6	-6	92	83	88	-3	36	-1	101
CC(=NCC1CCCO1)c1c(O)n(-c2ccc(C)cc2)c(=O)[nH]c1=O (centres undefined)	1.2	6	107	94	107	0	-19	-5	115
CCC(=Nc1cc(OC)ccc1OC)c1c(O)[nH]c(=O)[nH]c1=O	1.1	nt	59	87	93	nt	-7	-1	95
C=CCn1c(O)c(C(C)=NCc2cccnc2)c(=O)[nH]c1=O	0.3	nt	85	86	95	nt	68*	-4	103
O=C(c1ccccc1)c1cn(CC(=O)N2CCCC2)c2ccccc12	0.9	2	93	58	99	1	10	4	97
O=C(COc1ccccc1)N1CCN(C2CCCC2)CC1	0.4	0	93	83	103	0	64*	2	102[fluorescence artefact?]
COC(=O)C1=C(N)Oc2c(c(=O)oc3ccccc23)C1c1cccnc1 (centres undefined)	0.8	-4	104	96	100	-4	23	-1	108
Cc1ccc(N2C(=O)NC(=O)/C(=C/c3ccc(OC(=O)c4cccs4)cc3)C2=O)cc1	0.5	-5	nt	nt	nt	0	54*	nt	nt
CN1CCN(Cc2nc3ccccc3c(=O)[nH]2)CC1	1.1	-12	nt	nt	nt	-6	-10	nt	nt
CCCCCCN=C(C)c1c(O)n(CCCC)c(=O)[nH]c1=O	0.5	-11	101	74	104	-4	55*	0[fluorescence artefact?]	120
CCC(=NCCCN(CC)CC)c1c(O)n(C2CCCCC2)c(=O)[nH]c1=O	0.4	-2	95	88	93	1	56*	-17	123
Cc1cc(C)n(CCOC(=O)C2C(C=C(Cl)Cl)C2(C)C)n1 (centres undefined)	0.1	-23	100	93	93	1	92*	-11	116
CCC(=Nc1ccc(OC)cc1OC)c1c(O)[nH]c(=O)[nH]c1=O	1	-3	82	68	99	-3	3	3	102[fluorescence artefact?]
Cc1cccc(C)c1NC(=O)c1cccn(Cc2ccc3c(c2)OC(F)(F)O3)c1=O	0.3	24	nt	nt	nt	-2	68*	nt	nt
Cc1ccc(CN2CCN(CC(=O)N3CCC4(CC3)OCCO4)C2=O)cc1	0.7	7	92	90	99	0	26	-4	75
O=c1cccc2n1CC1CC2CN(Cc2c(F)cccc2Cl)C1 (centres undefined)	0	-8	96	95	99	2	99*	-10[fluorescence artefact?]	103
CCCCP(=O)(O)CCC(=O)O	1	-21	94	103	93	-2	-3	-25	120
CC12CC(c3ccccc3O1)C(C(=O)OCc1ccccc1)C(=O)N2 (centres undefined)	nt	nt	91	82	90	nt	nt	6	80
O=C(Nc1cccc(Cl)c1)c1c(O)c2c(n(Cc3ccco3)c1=O)CCCC2	1.1	-4	111	95	90	2	-6	-3[fluorescence artefact?]	114
CC(C)NS(=O)(=O)c1ccc(OCC(=O)N2CCN(Cc3ccccc3)CC2)c(Cl)c1	0.5	1	83	98	97	2	54*	10	113
O=C(COc1ccc2ccccc2c1)N1CCN(Cc2ccncc2)CC1	0.1	6	nt	nt	nt	-2	90*	nt	nt
CSc1ccc(C(=O)C(C)(C)N2CCOCC2)cc1	0.1	-26	94	84	101	14	92*	-20	105
O=C(C1c2ccccc2C(=O)N2CCc3ccccc3C12)N1CCC2(CC1)OCCO2 (centres undefined)	1	-4	99	80	97	0	3	39	99

(listing goes on)
SMILES	CYP2C19 act	Mac1 fbg inh	HUVEC inhibit	H69AR growth 86K	Fibroblast inh	CD11b adhes enh	CYP2C19 inh	ERa coact inh	ERa SRC1 pot
C=CCn1c(O)c(C(CC)=NCCc2ccccc2)c(=O)[nH]c1=O	0.6	-3	90	71	107	0	36	2[fluorescence artefact?]	108
Cc1nc2ccccc2n1C1CCN(Cc2nnnn2CCc2ccccc2)CC1	0.7	15	104	80	95	0	31	-5	163
O=c1c2ccccc2nc(CN2CCOCC2)n1-c1ccccc1F	0.7	-8	94	74	90	1	27	18	105
CCCCCCn1c(O)c(C=NC2CCCCC2N)c(=O)[nH]c1=O (centres undefined)	0.9	6	5.0*	29*	81	26	7	-16	85
O=c1c2ccccc2nc(-c2ccccc2)n1-c1cccnc1	1.2	15	nt	nt	nt	0	-16	nt	nt
O=C1CC(C(=O)N2CCC3(CC2)OCCO3)CN1CCc1ccccc1 (centres undefined)	0.7	-4	108	93	103	2	26	-13[fluorescence artefact?]	129
Clc1ccc(N2CCN(Cc3ccccc3Cl)CC2)cc1	0.6	-38	107	102	105	-1	41	-2	102
Cc1cc(C=C2C(=O)N(C)C(=S)N(C)C2=O)c(C)n1C1CCCC1	0.9	25	nt	nt	nt	1	11	nt	nt
CN1CCN(c2ccc(N)cc2)CC1	1.3	4	83	84	100	-1	-27	84*[fluorescence artefact?]	14[fluorescence artefact?]
CCCn1nc2ccccc2c1P(=O)(N1CCOCC1)N1CCOCC1	0.9	-1	105	91	94	-3	12	12	78
COc1ccc(NC(=O)CN2C3CCC2CC(O)(c2cccnc2)C3)cc1OC (centres undefined)	0.9	-8	101	94	112	0	7	-2	114
CCn1c(=O)n(CC(=O)N2CCC3(CC2)OCCO3)c(=O)c2ccccc21	0.5	-5	nt	nt	nt	0	48	nt	nt
Oc1cc2c(cc1CN1CCN(c3ccccc3)CC1)CCC2	nt	nt	112	86	96	nt	nt	-4	113
CC1(C)NCCN2C(=O)CSC21 (centres undefined)	1	4	97	96	100	-5	0	-5	114
Cc1cccc(N2C(=O)NC(=O)C3(Cc4cc(C)ccc4N(C)C3)C2=O)c1 (centres undefined)	0.9	-6	93	97	107	2	13	15[fluorescence artefact?]	97[fluorescence artefact?]
CCCCn1c(O)c(C=NCCCN(CC)CC)c(=O)[nH]c1=O	1.1	-2	90	101	108	-1	-7	-4	107
N=Cc1c(O)n(-c2cccc(Cl)c2)c(=O)[nH]c1=O	0.8	-22	102	89	103	-1	18	-3	105
CN(C)C(=O)Oc1ccc(C(=O)c2ccccc2)cc1	nt	nt	93	90	96	nt	nt	-1	117
CCN1c2nc3ccccn3c(=O)c2CC2(C(=O)N(C)C(=O)N(C)C2=O)C1C (centres undefined)	nt	nt	97	97	101	nt	nt	-8	122
CC(C)Cc1[nH]c(=O)c(C#N)c2c1CCC2	1.1	-1	96	101	105	-2	-13	-12	92
CCCCn1c(C)c(C(=O)OCC)c2c(CN3CCOCC3)c(O)ccc21	0.7	-3	88	43	85	3	26	-2	83
O=c1[nH]c(=O)n(Cc2ccco2)c(O)c1C=NCc1cccs1	1	-5	92	96	93	0	-4	9	88[fluorescence artefact?]
CCCNC(=O)c1c(N)n(Cc2ccco2)c2nc3ccccc3nc12	1.1	-6	65	26*	92	-1	-9	28	47[fluorescence artefact?]
COc1cc(/C=C2\C(=O)NC(=O)N(c3ccccc3)C2=O)cc(OC)c1OC	0.9	0	95	90	101	-3	7	9	97
CC12CN3CCN(C1)CC(C)(C3)C2=NO	1	-2	105	98	103	2	-3	-3	104
